INS promoter inh – inhibitors of insulin promoter-driven GFP, primary screen, imaging, TRM-6 cells (human fetal islet line), eGFP reporter, cell count. reporter expression induced with tamoxifen. inhibition, % at 2 µM. actives 0.9% (n = 130,000). AID 1273, 2008;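 active means inhibition above the mean plus 3 SD, with well images judged a real hit on visual review, cut at about 60% in these data, passing the limit was not always enough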
sdo1 growth – growth rescue of sdo1-depleted yeast, primary screen, S. cerevisiae, bone marrow failure model; S. cerevisiae sdo1-depleted JHY4D growth rescue, OD600 30 h; active compounds read high; pdr5 snq2 efflux-pump mutant strain; z-score at 10 µM; actives 0.21% (n = 140,000); AID 817, 2007;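 active means z-score above 3 at both the 24 hr and the 30 hr optical density reads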;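 further: z-score against mean and SD of all compound wells on the same plate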
sdo1 growth Rescue 24 h – second read-out of sdo1 growth, no call of its own (marks repeat the call); z-score; S. cerevisiae sdo1-depleted JHY4D growth rescue, OD600; measured here: growth rescue at 24 h;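 0 is the plate mean of compound wells and units are plate SD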
* marks the source's active call; other numbers are inactive results; . = not tested or not shown.

| INS promoter inh | sdo1 growth | sdo1 growth Rescue 24 h | canonical_smiles |
| --- | --- | --- | --- |
| 17 | -2.2 | -1.4 | O=C(CSCc1ccc(Cl)cc1)N1CCN(Cc2ccc3c(c2)OCO3)CC1 |
| 31 | 0.31 | -0.15 | CCOC(=O)CCNC(C(=O)OCC)c1ccccc1 (stereo not given) |
| -38 | 0.84 | 2.2 | CCn1nnc(-c2ccccc2NC(=O)c2cccc(-n3cnnn3)c2)n1 |
| -64 | -0.52 | -1 | CCn1cc(C(=O)NCc2ccc3c(c2)OCO3)c(=O)c2cc(F)c(N3CCN(C)CC3)cc21 |
| -67 | . | . | COc1cc(NC(=O)C(=O)NCCN(C)C)c(OC)cc1Cl |
| -4 | -0.97 | -0.76 | O=c1c2ccccc2nnn1CSc1nnc(-c2cccs2)n1Cc1ccccc1 |
| -58 | . | . | Cc1ccc(C(=O)NCC(=O)N/N=C/c2cccs2)cc1C |
| . | -1.4 | -1.1 | N#CC(C#N)=C1C=CC=CN1/C(=C\c1ccco1)C(=O)c1ccc(Cl)cc1 |
| -7 | . | . | O=C1CSC(c2cccc([N+](=O)[O-])c2)N1c1c(F)cccc1F (stereo not given) |
| 7 | -0.7 | -0.46 | COc1ccc(NC(=O)Cc2ccc(C)cc2)c([N+](=O)[O-])c1 |
| -26 | -0.81 | -0.95 | CCN(CC)Cc1nc2c(c(=O)[nH]1)C1(CCCC1)Cc1ccccc1-2 |
| 17 | 0.52 | -0.32 | CCOC(CNc1c([N+](=O)[O-])c(=O)n(C)c(=O)n1C)OCC |
| . | -1.3 | -0.76 | C=CCNc1nc(Nc2ccc([N+](=O)[O-])cc2)nc(OCC)n1 |
| -453 | -1.1 | -1.2 | CCOc1ccc(N2C(=O)C(c3ccccc3)=C(c3nc4ccccc4s3)C2NC(C)=O)cc1 (stereo not given) |
| 19 | 0.68 | 0.51 | CCCc1nc2c(nnn2Cc2ccccc2F)c(=O)[nH]1 |
| 57 | 1.5 | 2 | CCNC(=S)Nc1ccc(OCC)cc1 |
| 29 | -0.97 | -0.53 | COc1cccc(-n2nnc3c(=O)n(Cc4ccc(C)cc4)cnc32)c1 |
| -4 | 0.93 | 1.1 | CCN(CC)S(=O)(=O)c1cccc(C(=O)N/N=C/c2ccc(OC)c(O)c2)c1 |
| -77 | -2.6 | -2 | O=C(ONC1=NCCCCC1)c1c(F)cccc1F |
| 0 | -0.36 | -0.16 | COC(=O)Cc1cn(-c2ncc(C(F)(F)F)cc2Cl)c2ccccc12 |
| . | -0.42 | -1.3 | CC1CCc2nn(CC(=O)Nc3c(F)cc(F)cc3Br)cc2C1 (stereo not given) |
| 3 | -0.49 | -0.41 | O=C(Nc1ccc(F)cc1)Nc1cc(OCC(F)(F)F)cc(OCC(F)(F)F)c1 |
| 8 | 0.67 | 0.27 | C=CCNC(=O)c1onc(CSc2ccc(F)c(F)c2)c1C(=O)O |
| . | -1.3 | -1.6 | COc1ccc(N2Cc3ccccc3C2)cc1Cl |

Just INS promoter inh, for some of the entries so far:
structure | INS promoter inh
CCNC(=S)Nc1ccc(OCC)cc1 | 57
COC(=O)Cc1cn(-c2ncc(C(F)(F)F)cc2Cl)c2ccccc12 | 0

Remaining list, next part:
| INS promoter inh | sdo1 growth | sdo1 growth Rescue 24 h | canonical_smiles |
| --- | --- | --- | --- |
| 0 | 0.25 | -0.23 | CCC(=O)Nc1cc(OC)c(NC(=O)c2ccccc2)cc1OC |
| -17 | 0.14 | -1.2 | CCOC(=O)/C(CCC[N+](C)(CC)CC)=N\O |
| 11 | 1.1 | 2.2 | CN1CCN(S(=O)(=O)c2ccc(=O)[nH]c2)CC1 |
| -92 | -1.4 | -0.62 | O=C(CCl)N(c1ccccc1)c1c[nH]c2ccccc12 |
| -444 | -1.8 | -1.1 | COC(=O)C1=C(C)N=c2s/c(=C/c3ccoc3)c(=O)n2C1c1ccccc1 (stereo not given) |
| . | -0.98 | -0.38 | Cc1cc(C(=O)N/N=C/c2cc(Br)cc(Br)c2OC(=O)c2ccccc2)n[nH]1 |
| 0 | . | . | CS(=O)(=O)N1CCc2cc(S(=O)(=O)NCCNS(=O)(=O)c3ccc4c(c3)CCN4S(C)(=O)=O)ccc21 |
| . | 0.98 | 1.3 | CCn1c(SCC(=O)N(Cc2ccccc2)C2CCS(=O)(=O)C2)nc2ccccc2c1=O (stereo not given) |
| -58 | -0.51 | 0.2 | COc1ccc(N(CC(O)Cn2c3ccccc3c3ccccc32)S(=O)(=O)c2ccccc2)cc1 (stereo not given) |
| 62 | 1.5 | 1.6 | Cc1cc(NC(=O)c2ccc3c(c2)C(=O)N(Cc2cccnc2)C3=O)no1 |
| 16 | -0.9 | -1.2 | Cc1cc(C)cc(OCC(=O)O/N=C(\N)c2ccccn2)c1 |
| 9 | -0.34 | -0.51 | CCCn1c(C)cc(C(=O)CN2C(=O)c3cccc(N)c3C2=O)c1C |

One compound at a time (already shown). Values in the order: INS promoter inh | sdo1 growth | sdo1 growth Rescue 24 h
Listed for `CN1CCN(S(=O)(=O)c2ccc(=O)[nH]c2)CC1` : 11 | 1.1 | 2.2
Listed for `CCn1c(SCC(=O)N(Cc2ccccc2)C2CCS(=O)(=O)C2)nc2ccccc2c1=O` (stereo not given) : . | 0.98 | 1.3
Listed for `CCOC(=O)/C(CCC[N+](C)(CC)CC)=N\O` : -17 | 0.14 | -1.2

New compounds follow.
| INS promoter inh | sdo1 growth | sdo1 growth Rescue 24 h | canonical_smiles |
| --- | --- | --- | --- |
| 39 | 0.12 | 0.07 | COc1ccccc1NC(=O)CNC(=O)c1ccccc1C |
| 74 | -0.07 | 0.17 | O=S(=O)(NN=C1CCCCCCC1)c1ccc(Br)cc1 |
| . | -0.53 | 0.18 | CCOC(=O)c1c(C)[nH]c(C(=O)C(C)OC(=O)c2cccc(OCc3c(C)noc3C)c2)c1C (stereo not given) |
| 0 | -0.4 | 0.62 | CCn1c(SCC(=O)NNC(=O)Cc2ccccc2)nnc1-c1ccccc1 |
| 46 | 1.3 | 1.1 | CC(C)c1[nH]nc2c1C(Cc1ccccc1)C(C#N)=C(N)O2 (stereo not given) |
| -46 | . | . | Cc1cccc(C)c1NC(=O)CN(c1ccccn1)S(=O)(=O)c1ccccc1 |
| 6 | -0.81 | -1 | CC1=C(C#N)C(NC(=O)C2CC2)(C(F)(F)F)C(=O)N1 (stereo not given) |
| . | -0.34 | -0.69 | COc1cc2c(cc1OC)C1=C(C#N)COCN1CC2 |
| . | 0.52 | 0.99 | CC(C)(C)c1ccc(S(=O)(=O)NCc2ccc(C(=O)NCc3ccccn3)cc2)cc1 |
| 19 | -2.9 | -1.3 | CC(C)(C)c1csc(NC(=O)Cn2cnc3ccccc3c2=O)n1 |
| -5 | -0.47 | 0.11 | Cc1ccc(N=C/C(C(=O)C(F)(F)F)=C(\O)c2cccs2)cc1 |
| 7 | 0.85 | 1.7 | Cc1cc(N2CCC(C)CC2)n2nc(C)c(-c3ccccc3)c2n1 |
| . | 0.41 | 0.39 | COC(=O)c1ccc(N2CCN(S(=O)(=O)c3ccc4ccccc4c3)CC2)c([N+](=O)[O-])c1 |
| 73 | -0.52 | 0.98 | Cc1cc(C)c2oc(-c3cccc(NC(=O)c4ccc(F)cc4)c3)nc2c1 |
| -29 | 0.04 | -0.82 | COc1ccc(/C=C(\NC(=O)c2cccs2)C(=O)Nc2ccc(C)cc2)cc1OC |
| 0 | -0.32 | -1.6 | COc1cc([N+](=O)[O-])c2ncsc2c1 |
| . | -0.82 | 0.24 | COC(=O)c1cc2sccc2n1CC(=O)Nc1cccc(SC)c1 |
| 42 | -0.28 | -0.08 | c1csc(Cc2nn3c(-c4n[nH]c5c4CCC5)nnc3s2)c1 |
| 38 | -0.99 | -0.48 | N#CCSc1nc2cc(C(=O)N3CCCC3)ccc2c(=O)n1Cc1ccccc1 |
| 19 | 0.54 | 0.47 | CCCCCCC(=O)N1CCC(c2nc3c(nnn3Cc3ccccc3Cl)c(=O)[nH]2)CC1 |
| -15 | -0.46 | -0.18 | Cc1ccccc1Nc1nc(N)nc(COC(=O)c2cccc(S(=O)(=O)N(C)c3ccccc3)c2)n1 |
| 13 | 0.36 | 0.73 | CC(=O)Oc1ccc2c(c1)C(=O)c1ccccc1CO2 |
| . | 0.1 | -0.11 | CSc1nnc(Cc2ccc3c(c2)OCO3)o1 |
| . | 0.2 | 0.29 | CCSc1nnc(NC(=O)c2cccc(S(=O)(=O)N(C)c3ccc(C)cc3)c2)s1 |
| 23 | -0.52 | -0.44 | Cc1cccc(-c2noc(CN(C(=O)c3ccc4c(c3)OCO4)C(C)C)n2)c1 |
| . | -1.5 | -1.3 | Cc1cccc(NC(=S)NC(C)CCc2ccccc2)c1 (stereo not given) |
| -14 | 0.14 | 0.22 | CC1CC(=O)NN=C1c1ccc(N)c([N+](=O)[O-])c1 (stereo not given) |
| . | 0.39 | 0.08 | CCOC(=O)c1ccc(NC(=S)NNC(=O)C2(C)CC2(Cl)Cl)cc1 (stereo not given) |
| 0 | -0.42 | -1.2 | CCNc1ccc(C(=O)OCC)cc1NC(=O)c1cccc(N(C)C)c1 |
| . | 0.4 | -0.56 | CCCCC(=O)N(c1ccc(OCC)cc1)C1C=CS(=O)(=O)C1 (stereo not given) |
| 21 | . | . | CCOC(=O)N1CCN(C(=O)CCCCn2c(=S)[nH]c3ccsc3c2=O)CC1 |
| 13 | 0.73 | 0.43 | Cc1ccc[n+](CC(=O)/C=C2\N(C)c3ccccc3C2(C)C)c1 |
| 56 | . | . | O=C(O)CNS(=O)(=O)c1ccc(C2CCCCC2)cc1 |
| 0 | -1.7 | -0.9 | CC(C)Cn1c(SCC(=O)c2ccc(Cl)s2)nnc1-c1ccco1 |
| -111 | . | . | COc1ccc(-c2nn(-c3ccccc3)cc2N)cc1 |
| -3 | 1.6 | 3.5 | CCOC(=O)c1ccc(NC(=O)Cn2nnc(-c3ccc(F)cc3)n2)cc1 |
| 23 | -0.2 | -0.21 | CCCSc1nc(O)c(C2OC(=O)c3c2ccc(OC)c3OC)c(=O)n1-c1ccccc1 (stereo not given) |
| 47 | -1.4 | -1.4 | Cc1nc(NC(=O)c2ccccc2)sc1Cc1ccc2c(c1)OCO2 |
| 23 | 2.8 | 4 | COc1cc(C(=O)N2CCC(C(=O)Nc3cccc(C(C)=O)c3)CC2)cc(OC)c1OC |
| 37 | 0.24 | -0.18 | COc1ccc(Cn2ccnc2)cc1[N+](=O)[O-] |
| 6 | -0.92 | -0.93 | Cc1c(C(=O)N2CCc3ccccc32)oc2c1C(=O)CC(C)(C)C2 |
| -50 | . | . | CCOc1cc(C(=O)Nn2cnnc2)cc(OCC)c1OCC |
| . | -0.71 | -0.29 | CCCCNc1nnc(SCC(=O)N2CCN(S(=O)(=O)c3ccc4ccccc4c3)CC2)s1 |
| 0 | . | . | CN(C)/C=N/c1nc2nccc(-c3cccc(Cl)c3)n2n1 |
| . | -0.98 | -1.4 | Cc1noc(C)c1S(=O)(=O)N1CCCC(C(=O)NCC2CCCO2)C1 (stereo not given) |
| -7 | . | . | CCCC(=O)NC(NC1CCS(=O)(=O)C1)C(Cl)(Cl)Cl (stereo not given) |
| 21 | -1.1 | -0.3 | C=CCn1c(COc2ccc(F)cc2)nnc1SCC(=O)c1c[nH]c2c(CC)cccc12 |
| . | 0.59 | 0.8 | Cc1ccccc1C(=O)NC(=S)NCC1CCCO1 (stereo not given) |

Arranged by value in sdo1 growth Rescue 24 h (low to high): some entries from above.
structure	sdo1 growth Rescue 24 h
CCCCNc1nnc(SCC(=O)N2CCN(S(=O)(=O)c3ccc4ccccc4c3)CC2)s1	-0.29
COc1ccc(Cn2ccnc2)cc1[N+](=O)[O-]	-0.18
Cc1ccccc1C(=O)NC(=S)NCC1CCCO1 (stereo not given)	0.8

The listing continues:
| INS promoter inh | sdo1 growth | sdo1 growth Rescue 24 h | canonical_smiles |
| --- | --- | --- | --- |
| . | 0.85 | 1.2 | COc1ccccc1OCCC(=O)OCC(=O)Nc1ncc(Cl)cc1Cl |
| . | -1.1 | -0.98 | O=C(Nc1nnc(SCC(=O)N2CCCc3ccccc32)s1)c1ccccc1 |
| 27 | -0.13 | 1.4 | Cc1sc2nc(SCC(=O)NCc3ccco3)n(Cc3ccccc3)c(=O)c2c1C |
| 55 | -0.65 | -0.14 | COc1ccc(N2CC(C(=O)Nc3ccccc3C(=O)NCc3ccco3)CC2=O)cc1 (stereo not given) |
| -48 | 1.1 | 0.57 | CC(C)(C)OC(=O)c1c(N)n(CCCN2CCCC2=O)c2nc3ccccc3nc12 |
| 62 | -1.1 | -0.82 | Cc1cc(=O)[nH]c(SCc2cccc(Br)c2)n1 |
| 9 | . | . | Cc1ccc(C2=NN(CC(=O)NCc3cccs3)C(=O)CC2)cc1 |
| -110 | 1.1 | 0.6 | Cc1nc(C)n(CC(O)COc2ccc(C(=O)c3ccccc3)cc2)n1 (stereo not given) |
| -18 | -0.82 | -1.6 | CCN(CC)CC(=O)N1N=C(c2cccs2)CC1c1ccco1 (stereo not given) |
| . | -0.42 | -0.21 | Cc1ccc(NC(=O)C2CC(=O)N/C(=N/N=C/c3ccco3)S2)cc1C (stereo not given) |
| . | 0.82 | 0.83 | CN(C(=O)c1ccccc1)c1ccc(OCC(=O)NC2CCS(=O)(=O)C2)cc1 (stereo not given) |
| -32 | 0.44 | 0.05 | CCc1ccc(/C=N/NC(=O)C(=O)NCCCN2CCOCC2)cc1 |
| . | -0.8 | -0.6 | Cc1ccccc1OCC(=O)OCC(=O)c1ccc(-c2ccccc2)cc1 |
| 23 | 1.3 | 1 | Cc1csc(OCC(=O)Nc2ccc(C)c(C)c2)n1 |

Given with values under each structure: two of the compounds above.
Fields – INS promoter inh, sdo1 growth, sdo1 growth Rescue 24 h
- CCc1ccc(/C=N/NC(=O)C(=O)NCCCN2CCOCC2)cc1
  -32, 0.44, 0.05
- COc1ccc(N2CC(C(=O)Nc3ccccc3C(=O)NCc3ccco3)CC2=O)cc1 (stereo not given)
  55, -0.65, -0.14
